Screening results as filed in PubChem.
GLS inh = inhibitors of human glutaminase (GLS); Potency, µM (titrated, usually from 45.5 µM), for the others: at the highest dose activity change, negative = inhibition, hits mostly inhibitors; AID 624170; 0.21% of 410,000 active; GLS enzymatic activity, qHTS titration; O94925; note: potency is the fitted concentration of half-maximal effect; % is set by controls: 0 for no effect and ±100 for the full control effect
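Two-point fluorescence kinetic (t0, 30 min RT) for hKGA; glutamate detected via glutamate oxidase–HRP–Amplex Red. Substrate: 1 mM L-glutamine solution; buffer 45 mM KH2PO4, pH 8.2.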
PI4K2A block = inhibitors of human PI4K2A | Q9BTU6 | purified PI4K2A, ADP-Glo luminescence, 1 h; active compounds read low | activity change, negative = inhibition, % at 76.9 µM | 0.13% of 420,000 active; in the data active = activity change below about -50%; inconclusive = mostly about -30% to -49%;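 note: -100% = wells without enzyme as full effect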
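ADP-Glo luminescence measured ADP generated by PI4K2A enzyme (4 ug/mL before mixing) with 1.2 mM PI substrate (pre-mix) and 300 microM ATP (pre-mix). Tris pH7.5 buffer with MgCl2, Triton X-100; 1 h reaction at ambient temperature.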
Pin1 inhibitor = inhibitors of human Pin1 | 0.009% of 390,000 active | Q13526 | Potency, µM (doses to about 115 µM), for the others: at the top dose activity, negative = inhibition, actives largely listed as inhibitors | Pin1 FP peptide displacement, HiFluor488, 10 min; active = well fitted inhibition curve with a large enough effect in the polarisation, with a control signal flat, not every such curve was filed as active; inconclusive = small, poorly fitted or top-dose-only effect, or effect the other way, or a change in a side signal; inactive = no such curve, though single readings can be large or run the other way; the % refers to the polarisation; note: potency is the fitted concentration of half-maximal effect; % is set by controls: 0 for no effect and ±100 for the full control effect
Target sequence (Q13526 whole entry, looked up): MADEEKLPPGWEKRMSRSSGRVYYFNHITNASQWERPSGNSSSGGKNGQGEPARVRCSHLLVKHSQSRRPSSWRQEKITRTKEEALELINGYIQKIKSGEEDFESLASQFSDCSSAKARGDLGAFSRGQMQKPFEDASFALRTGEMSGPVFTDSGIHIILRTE
PGK inhibitor = T. brucei PGK inhibition; AID 602233; 0.043% of 380,000 active; Potency, µM (doses to about 57.5 µM), inactives show at the top dose activity change, negative = inhibition, hits mostly inhibitors; PGK/GAPDH coupled, Kinase-Glo luminescence, 60 min; P07378; note: potency is the fitted concentration of half-maximal effect; % is set by controls: 0 for no effect and ±100 for the full control effect; nearly all actives have a fitted effect of over 60% in size
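Luminescent ATP detection (Kinase-Glo Plus) follows a 60-minute room-temperature incubation, with wells lacking PGK as controls. Buffer: 100 mM TEA (pH 7.6), 5 mM MgCl2, 0.01% Tween-20. Coupling enzyme GAPDH (100 nM final) supplies unstable 1,3-BPG in-well.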
HP1b chromo inh = blocks HP1-beta chromodomain binding to methylated histone tails; P83916; AlphaScreen HP1-beta / biotin-H3K9me3 peptide binding; Potency, µM (doses to about 114 µM), for the others: top-dose activity change, negative = inhibition, usual class: inhibitors; 0.56% of 390,000 active; AID 540317; note: potency is the fitted concentration of half-maximal effect; nearly all actives have a fitted effect of over 70% in size; inactives centre near 23
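HP1-beta protein (50 nM final) preincubated 30 min at room temperature with biotinylated H3(1-18)K9me3 peptide (50 nM) in PBS pH 7.4, 0.01% Tween-20, then compound added for 30 min. AlphaScreen streptavidin donor/nickel chelate acceptor beads (10 ug/mL final), 30 min dark, luminescence read.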
ERG Ets-DNA blk = blocks human ERG Ets domain binding to DNA; P11308; fluorescence polarization, His-ERG Ets domain / labelled DNA; Potency, µM (series often up to 76.9 µM), inactives show at the top dose FP activity, negative = inhibition, hits mostly inhibitors; 0.028% of 370,000 active; AID 624246; active = well fitted inhibition curve with a large enough effect in the polarisation, with a control signal flat; inconclusive = small, poorly fitted or top-dose-only effect, or effect the other way, or a change in a side signal; inactive = no such curve, though single readings can be large or run the other way; the % refers to the polarisation;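 note: polarization taken with two DNA probes labelled with fluorescein and Texas red; potency is the fitted concentration of half-maximal effect; % of control where 0% means no effect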
Target sequence (P11308 whole entry, looked up, the tested form may be a part): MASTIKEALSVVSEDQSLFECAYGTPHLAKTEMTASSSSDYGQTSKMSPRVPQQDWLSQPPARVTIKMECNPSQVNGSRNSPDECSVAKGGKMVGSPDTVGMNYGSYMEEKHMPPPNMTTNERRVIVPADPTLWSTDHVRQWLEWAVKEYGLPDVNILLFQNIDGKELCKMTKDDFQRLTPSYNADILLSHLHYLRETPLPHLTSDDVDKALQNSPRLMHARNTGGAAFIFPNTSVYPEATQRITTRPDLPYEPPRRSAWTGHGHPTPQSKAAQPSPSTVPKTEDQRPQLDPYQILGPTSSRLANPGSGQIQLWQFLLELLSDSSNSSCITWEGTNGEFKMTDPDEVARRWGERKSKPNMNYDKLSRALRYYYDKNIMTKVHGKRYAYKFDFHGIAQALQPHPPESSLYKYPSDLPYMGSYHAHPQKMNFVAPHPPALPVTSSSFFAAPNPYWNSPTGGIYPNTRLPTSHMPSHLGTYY
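His-tagged ERG Ets domain (1 uM in the protein solution; 300mM KCl, 50mM Tris-HCl, 1mM EDTA, 1mM DTT, pH 7.5) received compound, then a probe mix of 5 nM fluorescein-DNA and 100nM Texas-615-DNA. Fluorescence polarization was read for both dyes.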
BAZ2B inh = BAZ2B (human) inhibition | Potency, µM (titrated, usually from 114 µM), without a hit: at the highest dose activity change, negative = inhibition, actives largely listed as inhibitors | AID 504333 | 4.4% of 360,000 active | AlphaScreen BAZ2B-H3K14Ac peptide displacement | Q9UIF8; note: potency is the fitted concentration of half-maximal effect; % is set by controls: 0 for no effect and ±100 for the full control effect; nearly all actives have a fitted effect of over 60% in size
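In this displacement format the biotinylated H3(5-23) peptide acetylated at Lys14 serves as ligand at 50 nM, with BAZ2B at 50 nM in PBS pH 7.4 containing 0.01% Tween-20. Donor and acceptor beads are 10 ug/mL final.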
JMJD2A Tudor = inhibitors of human JMJD2A Tudor domain; O75164; AlphaScreen JMJD2A-Tudor / H3K4me3 peptide binding; Potency, µM (doses to about 114 µM), for the others: at the top dose activity change, negative = inhibition, most hits filed as inhibitors; 4.4% of 390,000 active; AID 504339; note: potency is the fitted concentration of half-maximal effect; % is set by controls: 0 for no effect and ±100 for the full control effect; nearly all actives have a fitted effect of over 50% in size
G9a inh = G9a (human) methyltransferase inhibition | Q96KQ7 | Potency, µM (top dose mostly 102 µM), for the others: at the highest dose activity, negative = inhibition, hits mostly inhibitors | G9a H3K9 monomethylation, AlphaScreen, 2 h | 8.8% of 350,000 active; note: potency is the fitted concentration of half-maximal effect; % is set by controls: 0 for no effect and ±100 for the full control effect; nearly all actives have a fitted effect of over 75% in size
Target sequence (Q96KQ7 913-1193 limits assumed): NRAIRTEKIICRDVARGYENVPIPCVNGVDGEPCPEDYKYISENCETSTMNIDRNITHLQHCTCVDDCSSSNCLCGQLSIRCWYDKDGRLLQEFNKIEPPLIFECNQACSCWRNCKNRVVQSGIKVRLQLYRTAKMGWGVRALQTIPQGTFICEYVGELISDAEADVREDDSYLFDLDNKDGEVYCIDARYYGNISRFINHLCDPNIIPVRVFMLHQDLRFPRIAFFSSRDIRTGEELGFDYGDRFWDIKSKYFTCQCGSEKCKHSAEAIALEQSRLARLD
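Step 1: enzyme (final 20 nM) with compound, 15 min RT. Step 2: substrate peptide 500 nM and SAM 20 uM, 2 h RT. Step 3: anti-H3K9me1 antibody and AlphaScreen beads, 10 min, then plate read.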
An asterisk follows results filed as active; i = inactive; ? = inconclusive; / = not tested or not shown; [ ] = dose if it differs, or a comment. Unless noted, calls come from the whole dose curve; as a rule, active = well fitted curve in the direction sought with a large enough effect; inconclusive = small, poorly fitted or top-dose-only effect, or another doubt; inactive = no such curve, though single readings can be large; an effect the other way counts as inactive or inconclusive.

entry | Compound | HP1b chromo inh | ERG Ets-DNA blk | PI4K2A block | Pin1 inhibitor | G9a inh | PGK inhibitor | GLS inh | JMJD2A Tudor | BAZ2B inh
1 | NC(=O)c1c(NC(=O)Cc2cccs2)sc2c1CCC2 | 37% | 14% | -7 | 11% | 19%[12.7 µM] | -5% | 4% | -11% | -6%
2 | CC(=O)N1CCN(C(=O)CCNC(=O)c2ccc(Br)cc2)CC1 | 46%[activator] | 0% | 0 | -13% | / | -5% | -8% | 7% | /
3 | Cc1ccn(CCSCC(=O)O)n1 | 1% | 10% | -1 | -3% | 10%[59 µM] | -7% | 11% | ? | /
4 | O=C(C[N+]1(CC#Cc2ccccc2)CCOCC1)c1ccc(Cl)cc1 | 8% | -1% | -11 | 1% | ? | -10% | 7% | -26% | -18%
5 | Cc1sc2ncnc(NCc3ccco3)c2c1C | -21% | 7% | -2 | 1% | 7%[59 µM] | -5% | -2% | ? | /
6 | CC(OC(=O)Cc1n[nH]c(=O)c2ccccc12)C(=O)Nc1cc(Cl)cc(Cl)c1 (stereo unspecified) | 13% | 0% | 2 | 1% | -22% | -1% | 2% | -6% | -4%
7 | Cc1oc2c(CN3CCCC(C)C3)c(O)ccc2c(=O)c1-c1ccccc1 (stereo unspecified) | 10% | -3% | 0 | 1% | 1% | -8% | 3% | 7% | -2%
8 | O=C(NCCc1csc(-c2ccc(F)cc2)n1)c1ccco1 | 21%[57 µM] | -3% | -3 | -11% | -27%[59 µM] | -6% | 2% | -7% | -1%
9 | CCOc1ccccc1NC(=O)Cn1c(=O)n(CC(=O)NCc2ccccc2Cl)c(=O)c2sccc21 | 37% | 3% | -4 | 3% | 0%[59 µM] | / | 1% | 6% | 5%
10 | O=C(NC1CCCCC1)c1ccc(S(=O)(=O)c2ccccc2)cc1 | 36%[activator] | 3% | 0 | -11% | -4% | i | 4% | -5% | -27%
11 | OCCNc1nc(Nc2ccccc2Oc2ccccc2)nc(N2CCCC2)n1 | 2% | / | 0 | ? | / | 0% | 3% | ? | /
12 | O=C(NCCCN1CCN(c2ccccc2F)CC1)C1COc2ccccc2C1 (stereo unspecified) | 1%[57 µM] | 3% | -2 | -15% | 0%[59 µM] | 0% | 10% | ? | ?
13 | C=CC(=O)NC(C)(C)Cc1ccccc1 | 22% | -3% | -6 | 2% | -2%[12.7 µM] | 0% | -4% | -8% | 6%
14 | COc1cccc(NC2=NC3(CCCCC3)N=C(N)N2)c1 | 26% | -4% | -2 | -1% | 16%[12.7 µM] | -13% | -16% | -8%[57.1 µM] | 2%
15 | N#C/C(=C\c1ccccc1)C(=O)NNS(=O)(=O)c1ccc(Br)cc1 | -1% | -10% | 26 | ? | / | i | ? | -28% | /
16 | COc1ccc(/C=C(/C#N)C(=O)Nc2ccc(C)cc2C)cc1C(=O)O | 35% | 1% | -19 | -1% | -13%[12.7 µM] | i | 5% | -15% | -7%
17 | COc1cc([N+](=O)[O-])ccc1NC(=S)NCc1ccccn1 | 16% | -1% | -2 | -4% | ? | -3% | 9% | -29% | -35%
18 | O=Cc1ccc(Cl)c(Cl)c1 | 31%[activator] | 6% | 8 | ? | 4%[0.501 µM] | i | -7% | -14% | -2%
19 | COc1cc(OC)cc(-c2cc3ccc(F)cc3cn2)c1 | 106%[activator] | -18% | -8 | -2% | / | -14% | 4% | 62%[activator] | /
20 | Clc1ccc(CNC2CCN(Cc3ccccc3)CC2)cc1 | 29% | 16% | -2 | -2% | / | -2% | 2% | -24% | -2%
21 | CCCCC(=O)Nc1nn(CCC)c2nc3ccccc3cc12 | 50%[activator] | 11% | -2 | 3% | 12%[12.7 µM] | 8% | 6% | 22% | 6%
22 | CCSc1nc2cc(C(=O)OC)ccc2c(=O)n1CC | 90%[activator] | / | -3 | -3% | 3%[59 µM] | / | -9% | 49%[activator] | 62%[activator]
23 | COc1ccccc1Cn1nnc2c(=O)[nH]c(C3CCN(C(=O)c4ccc(F)cc4)CC3)nc21 | 28% | 0% | 10 | -4% | 8%[12.7 µM] | 0% | 23% | -21% | -8%
24 | O=C(COC(=O)c1ccccc1Br)Nc1cc(S(=O)(=O)N2CCOCC2)ccc1N1CCCC1 | -1% | -1% | 4 | 22% | 14µM* | -5% | 7% | -16%[57.1 µM] | ?
25 | Cc1ccccc1CNC(=O)C(=O)NCC(c1cccs1)S(=O)(=O)c1cccs1 (stereo unspecified) | 15% | 4% | -2 | -13% | 4%[59 µM] | 10% | 0% | -14% | -8%
26 | O=C(CCSCc1ccccc1Cl)N1CCN(c2ccccn2)CC1 | 15% | -4% | 0 | -4% | 12%[59 µM] | 8% | 2% | -9% | -2%
27 | Cc1noc(C)c1COC(=O)c1cc2c3ccccc3n(C)c2s1 | 74% | -6% | -4 | 47%[activator] | 40µM* | 6% | -4% | 10% | 6%
28 | CC1CCN(c2c(NCC3CCC(C(=O)NCCc4ccccc4)CC3)c(=O)c2=O)CC1 (stereo unspecified) | 34% | -4% | -5 | 0% | -4% | 0% | 17% | -9% | 1%
29 | Cc1ccc(C(=O)c2ccc(N3CCOCC3)c(F)c2)cc1 | 52%[activator] | 2% | -1 | -3% | 16%[59 µM] | -9% | -2% | -3% | 37%
30 | O=C(CNc1ccc2ccccc2c1)N/N=C/c1ccccn1 | 9% | -4% | -1 | ? | 4µM* | 12% | 55%[activator] | -26% | -16%
31 | CCCN(CCC)C(=O)CSc1c2c(nc3ccc(Cl)cc13)CCCC2 | 64%[activator] | 3% | 1 | -1% | 0%[59 µM] | -5% | 9% | 22% | 25%
32 | CCCCCC(O)(c1ccc(OC)cc1)C(CN1CCOCC1)c1ccccc1 (stereo unspecified) | -10% | -9% | -6 | -2% | -18% | -3% | -2% | -18% | -21%
33 | COc1ccc(-c2nc3scc(CCNS(=O)(=O)c4cc(F)ccc4OC)n3n2)cc1OC | -6% | 0% | 3 | -6% | 8%[59 µM] | -7% | -12% | -19% | -15%
34 | COc1cc(OC)cc(-c2c(C#Cc3ccsc3)c3cc(-c4ccccc4OC)ccc3n2C)c1 | 72%[activator] | -4% | -2 | ? | / | i | -3% | 2% | /
35 | Cc1noc(C)c1CSc1ccc(Br)cc1 | 55%[activator] | / | 3 | 9% | / | / | 17% | 33% | 177%[activator]
36 | Cc1ccc(C(=O)NC2CC3CCC(C2)N3C)cc1 (stereo unspecified) | 39%[activator] | -13% | 4 | -1% | 8%[2.33 µM] | -1% | -9% | -8% | 4%
37 | CC1(c2cccc(Br)c2)NC(=O)NC1=O (stereo unspecified) | 39%[activator] | -6% | 0 | -14% | 11% | -6% | 1% | -13% | 0%
38 | CCOc1ccc(C(C)=O)cc1Cn1c(=O)oc2ccccc21 | 33% | 16% | 4 | -4% | 11% | -3% | -1% | -11% | 7%
39 | CCS(=O)(=O)c1ncc(Cl)c(C(=O)NCc2ccc(OC)cc2)n1 | 58%[activator] | 1% | -4 | 0% | ? | i | -17% | 3% | 5%
40 | N#CC(c1cccc(Cl)c1)c1ncc(C(F)(F)F)cc1Cl (stereo unspecified) | 70%[activator] | 5% | -7 | -10% | 114%[activator][59 µM] | -6% | -8% | 37%[activator] | 17%
41 | Cc1cc2oc(=O)cc(CSc3nc(N)cc(N)n3)c2cc1C(C)C | 2% | -7% | -1 | 3% | -22% | 11% | 14% | -22% | 32µM*
42 | Cc1cc[n+](CC(=O)c2cc3ccccc3oc2=O)cc1 | 37% | 11% | -1 | -16% | -16%[59 µM] | -5% | -9% | -5% | 22%
43 | COc1cccc(NC(=O)CSc2ncnc3c2oc2ccccc23)c1 | 32% | 16% | -5 | 0% | 13% | -4% | 1% | -14% | 7%
44 | O=[N+]([O-])c1cccc(S(=O)(=O)NCc2ccccn2)c1 | 38% | -12% | 4 | -8% | / | -2% | 1% | -12% | 0%
45 | O=C(Cc1ccccc1)N/N=C/c1ccc(-c2ccc([N+](=O)[O-])cc2)o1 | ? | 6% | 1 | ? | 21%[59 µM] | 8% | 3% | -13%[57.1 µM] | -2%
46 | CCOC(=O)N1CCN(C(=O)/C=C/c2ccc(OC)cc2)CC1 | 85%[activator] | -1% | -1 | 1% | / | i | -1% | 6% | 13%
47 | CCN(CC)C(=O)CSc1nnc(-c2ccccn2)n1-c1ccccc1OC | 45%[activator] | 1% | 3 | -10% | 16%[59 µM] | -7% | -14% | ? | 89µM*
48 | Cc1ccc2cccc(NC(=O)c3ccc(C#N)cc3F)c2n1 | 21% | -1% | 3 | -1% | 0%[59 µM] | 1% | 7% | -11% | -8%
49 | CC(CCc1ccco1)NC(=O)Cn1ncc2c1-c1ccccc1OC2 (stereo unspecified) | 8% | -1% | -11 | 1% | ? | -2% | 6% | -29% | -34%
50 | COc1ccccc1-n1cc(CN2CCCC(CO)(Cc3cccc(Cl)c3)C2)cn1 (stereo unspecified) | 45%[activator] | -9% | 1 | 7% | / | i | -1% | -12% | ?
51 | O=C(CNC1CCCCC1)Nc1cc(S(=O)(=O)N2CCOCC2)ccc1Cl | 5% | -9% | 6 | 2% | -1% | 1% | -3% | -14% | /
52 | O=C(Nc1ccc2nc(SCCOc3ccccc3)sc2c1)c1ccc2c(c1)OCO2 | 37% | -4% | 1 | -8% | -3%[59 µM] | 2% | -6% | -10% | -8%
53 | c1csc(Cn2c(-c3cccs3)nc3ccccc32)c1 | 33% | 0% | -2 | 1% | 0% | -4% | 4% | 1% | 8%
54 | CCOC(=O)/C=C/c1ccc2oc3ccccc3c(=O)c2c1 | 65%[activator] | 5% | -6 | -2% | / | 0% | -5% | 11% | 2%[57.1 µM]
